Screening results deposited in PubChem by National Center for Advancing Translational Sciences (NCATS).
L3MBTL1 inh: inhibitors of human L3MBTL1 | Potency, µM (doses to about 57.1 µM), without a hit: at the highest dose activity, negative = inhibition, actives largely listed as inhibitors | hit rate 0.66% among 230,000 | AlphaScreen L3MBTL1–H3K9me1 peptide binding | Q9Y468 | AID 485360; active = well fitted inhibition curve with a large enough effect; inconclusive = small, poorly fitted or top-dose-only effect; inactive = no such curve, though single readings can be large or run the other way; also: nearly all actives have a fitted effect of over 60% in size
Target sequence (Q9Y468 whole entry, looked up): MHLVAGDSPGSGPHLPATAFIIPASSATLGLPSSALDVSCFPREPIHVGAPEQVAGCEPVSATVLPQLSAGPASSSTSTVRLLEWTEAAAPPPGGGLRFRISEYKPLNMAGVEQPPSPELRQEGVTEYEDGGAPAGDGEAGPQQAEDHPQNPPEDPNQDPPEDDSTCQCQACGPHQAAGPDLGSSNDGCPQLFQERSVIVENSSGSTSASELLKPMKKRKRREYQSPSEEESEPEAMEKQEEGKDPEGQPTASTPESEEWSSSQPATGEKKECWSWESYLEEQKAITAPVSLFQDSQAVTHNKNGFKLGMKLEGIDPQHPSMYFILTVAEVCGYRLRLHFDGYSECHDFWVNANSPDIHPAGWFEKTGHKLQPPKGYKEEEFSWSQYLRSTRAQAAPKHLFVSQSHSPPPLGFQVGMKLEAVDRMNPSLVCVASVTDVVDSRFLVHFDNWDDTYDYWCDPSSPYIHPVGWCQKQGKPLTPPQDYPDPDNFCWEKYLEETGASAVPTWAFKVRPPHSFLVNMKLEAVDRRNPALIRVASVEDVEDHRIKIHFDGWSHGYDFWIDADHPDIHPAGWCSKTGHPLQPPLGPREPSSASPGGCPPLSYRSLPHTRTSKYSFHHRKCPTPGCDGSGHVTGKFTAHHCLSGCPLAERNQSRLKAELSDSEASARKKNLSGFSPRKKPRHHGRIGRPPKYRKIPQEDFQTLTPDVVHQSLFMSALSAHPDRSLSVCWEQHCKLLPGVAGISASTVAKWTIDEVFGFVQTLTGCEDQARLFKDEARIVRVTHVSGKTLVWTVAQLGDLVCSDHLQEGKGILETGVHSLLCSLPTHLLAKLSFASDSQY
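Displacement of a biotinylated histone H3(1-15) peptide monomethylated at Lys9 (75 nM) from L3MBTL1 (50 nM) was measured by AlphaScreen after a 30 min room-temperature compound incubation; cefsulodin titration served as intraplate control.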
* marks the source's active call; other numbers are inactive results; ? = inconclusive; [ ] = remark or other dose. % is scaled to controls: 0 for no effect and ±100 for the full control effect; potency is read from the fitted curve at half-maximal effect.

COc1ccc(NC(=O)N(C)C[C@H]2Oc3ccc(NS(=O)(=O)c4ccc(OC)cc4)cc3C(=O)N([C@H](C)CO)C[C@@H]2C)cc1
  L3MBTL1 inh: 11%

COc1ccc(CC(=O)OCC(=O)NCc2ccco2)cc1
  L3MBTL1 inh: -7%

O=C(NCCN1CCOCC1)c1cccc(S(=O)(=O)NCc2ccccc2)c1
  L3MBTL1 inh: 8%

O=C(CCNC(=O)c1ccccc1)NNC(=O)c1ccc(F)cc1
  L3MBTL1 inh: -7%

CC1(NC(=O)Nc2cccc(Br)c2)CCS(=O)(=O)C1 (stereo unspecified)
  L3MBTL1 inh: 2%

C/C(=N\NC(=O)c1cccc(S(=O)(=O)N2CCCC2)c1)c1ccccc1F
  L3MBTL1 inh: 6%

CC(=O)Nc1ccc(C(=O)CN2C(=O)NC3(CCCCCC3)C2=O)c(F)c1
  L3MBTL1 inh: -6%

CCCCn1c(N)c(N(CC)C(=O)c2ccc(N(C)S(=O)(=O)c3ccc(C)cc3)cc2)c(=O)[nH]c1=O
  L3MBTL1 inh: 2%

COc1ccc(-n2c(COc3ccc(C)cc3)nnc2SCC(=O)O)cc1
  L3MBTL1 inh: 52%[activator]

CC1=NN(C(N)=S)C(=O)C1N=Nc1ccc(Br)cc1 (stereo unspecified)
  L3MBTL1 inh: 14%

O=C([C@@H]1CCCN1C(=O)c1cccs1)N1CCN(S(=O)(=O)c2cccc(F)c2)CC1
  L3MBTL1 inh: -6%

Cc1ccc(S(=O)(=O)N(CC(=O)c2ccccc2)C(=O)N2CCN(C)CC2)cc1
  L3MBTL1 inh: 3%

O=C(Cc1cccc(NC(=O)C2CCCN(C(=O)C3CCCCC3)C2)c1)Nc1cccc(C(=O)N2CCCC2)c1 (stereo unspecified)
  L3MBTL1 inh: 0%

CCCN(CC(=O)Nc1ccccc1OC)C(=O)CCNC(=O)c1ccccc1OC
  L3MBTL1 inh: -8%

Cc1ccc(-c2csc(NC(=O)c3c(C)noc3C)n2)s1
  L3MBTL1 inh: -3%

CCOC(=O)c1ccc(N2C(=O)[C@@H](c3ccccc3)[C@H]2c2ccccc2)cc1
  L3MBTL1 inh: 15%

Cc1ccc(C(=O)N2CC=C(c3ccccc3)CC2)o1
  L3MBTL1 inh: 2%

COC(=O)c1cc(CNC(=O)C2CC(=O)N(c3ccc4c(c3)OCCO4)C2)ccc1OC (stereo unspecified)
  L3MBTL1 inh: -6%

COc1ccc(CNCc2cc(Cl)ccc2O)cc1
  L3MBTL1 inh: 3%

COc1ccccc1CNC(=O)C1CC2Cn3c(nc4cc(C)c(C)cc43)C2N1C (stereo unspecified)
  L3MBTL1 inh: 4%

COc1ccc2[nH]c3c(c2c1)CCN1C(=O)C(CC(=O)NCCN2CCOCC2)C[C@H](C(=O)N2CCOCC2)[C@@]31CCC1CCCC1 (stereo partly specified)
  L3MBTL1 inh: 10%

COc1ccc(NC(=O)CSc2nnc3ccc(-c4ccccn4)nn23)cc1
  L3MBTL1 inh: 5%

CCN1C(=O)[C@@H]2[C@@H](c3ccc(-c4cccc(Cl)c4)cc3)N3CCC[C@@]3(C(=O)OC)[C@@H]2C1=O
  L3MBTL1 inh: -19%

Cc1ccc(C)c(N2CCN(C(=O)CCc3nc(-c4ccc(F)cc4)no3)CC2)c1
  L3MBTL1 inh: 7%

CNc1snc(C)c1C(=O)OCC(=O)c1ccc(OC)c(F)c1
  L3MBTL1 inh: 3%

O=C(COC(=O)c1ccc(Cl)nc1)Nc1cccnc1Cl
  L3MBTL1 inh: -11%

O=S(=O)(NCc1ccc(F)cc1)c1ccccc1Br
  L3MBTL1 inh: 13%

CCOc1ccc(CCNC(=O)C2CC(=O)N(c3ccc4c(c3)OCCO4)C2)cc1OCC (stereo unspecified)
  L3MBTL1 inh: 11%

O=C(COC(=O)[C@@H]1CCCN1S(=O)(=O)c1ccccc1F)NCc1ccc2c(c1)OCO2
  L3MBTL1 inh: 0%

COc1ccc(S[C@@H](CCN2CC[C@H](NC(=O)OCc3ccccc3)CCC2=O)c2ccccc2)cc1
  L3MBTL1 inh: -2%

CCN(CC(=O)Nc1ccc(NC(C)=O)cc1)C(=O)CCCOc1ccc(C(C)(C)C)cc1
  L3MBTL1 inh: 6%

CCc1c(O)nc(SC2CC(=O)N(c3ccc(F)c(Cl)c3)C2=O)[nH]c1=O (stereo unspecified)
  L3MBTL1 inh: 5%

COc1ccccc1C(=O)NC(=O)CSc1nnc(SC)s1
  L3MBTL1 inh: 10%

CCN(C(=O)COC(=O)c1ccc(O)cc1)c1cccc2ccccc12
  L3MBTL1 inh: -12%

COc1ccc(CNS(=O)(=O)c2ccc(N3CCCC3)cc2Br)cc1
  L3MBTL1 inh: -4%

C=CC[C@@H](CC(=O)NCCO)C(=O)N[C@H](COC(=O)[C@H](CC=C)CC(=O)OC(C)(C)C)Cc1c[nH]c2ccccc12
  L3MBTL1 inh: -3%

COc1ccc(N(Cc2ccccc2)S(=O)(=O)c2cccc(C(=O)Nc3ccccn3)c2)cc1
  L3MBTL1 inh: -7%

CN(CC(=O)Nc1ccc(Cl)c(Cl)c1)C(=O)CN1C(=O)NC2(CCCC2)C1=O
  L3MBTL1 inh: 3%

Cc1ccc(C(=O)c2c3ccc([N+](=O)[O-])cc3[n+]([O-])n2CCCN)cc1
  L3MBTL1 inh: -2%

CCCN(CC(=O)Nc1ccccc1C)C(=O)c1sc2ccccc2c1Cl
  L3MBTL1 inh: 1%

CC(=O)c1ccc(S(=O)(=O)Oc2ccc(C(=O)O)cc2Cl)cc1
  L3MBTL1 inh: -14%

COc1ccc(CNC(=O)C[C@H]2C[C@H](C(=O)N3CCCCC3)[C@@]3(C)c4[nH]c5cc(-c6ccco6)ccc5c4CCN3C2=O)cc1OC
  L3MBTL1 inh: ?

CCOc1ccccc1NC(=O)COC(=O)CCOc1cc(C)ccc1C
  L3MBTL1 inh: 23%

Nc1c(N(CCO)C(=O)C2CCCC2)c(=O)[nH]c(=O)n1Cc1ccccc1
  L3MBTL1 inh: 0%

O=C(CSc1cc(Cl)ccc1Cl)NC1CC1
  L3MBTL1 inh: 8%

COc1ccc(C(C)=NNc2ccc([N+](=O)[O-])cc2S(=O)(=O)Nc2ccccc2C(=O)O)c(OC)c1
  L3MBTL1 inh: -7%

COc1ccc(NC(=O)CSc2nnnn2C2CC2)cc1S(=O)(=O)N1CCOCC1
  L3MBTL1 inh: -4%

COc1ccc(OC)c(S(=O)(=O)N2CCN(CC(O)CN3CCOCC3)CC2)c1 (stereo unspecified)
  L3MBTL1 inh: 3%

CC(=O)c1cc2c(cc1NC(=O)Cc1ccsc1)OCO2
  L3MBTL1 inh: 8%

C[C@H](CO)N1C[C@H](C)[C@@H](CN(C)Cc2ccc(C(=O)O)cc2)Oc2c(NS(=O)(=O)c3cn(C)cn3)cccc2C1=O
  L3MBTL1 inh: 2%

CN(C)S(=O)(=O)c1cccc(C(=O)Nc2cc(S(=O)(=O)N3CCOCC3)ccc2O)c1
  L3MBTL1 inh: 2%

CCOC(=O)Nc1ccc(C(=O)c2ccncc2)cc1
  L3MBTL1 inh: 6%

COc1c2ccoc2nc2c(OC)c(OC[C@@H](O)C(C)(C)O)ccc12
  L3MBTL1 inh: -3%

COC(=O)c1ccccc1-c1c2ccc(=N)cc-2oc2cc(N)ccc12
  L3MBTL1 inh: 17%

Cc1cc(C)n(CC(=O)NNC(=O)c2ccc(OC(F)(F)F)cc2)n1
  L3MBTL1 inh: 3%

Nc1cc(C(=O)OCC(=O)N2CCCC2=O)ccc1Cl
  L3MBTL1 inh: -8%

Cc1ccc(NC(=O)C2CCN(S(=O)(=O)c3ccc4c(c3)OCCO4)CC2)nc1
  L3MBTL1 inh: 0%

CCCc1cc(=O)oc2c(C)c(OCC(=O)N3CCC(C(=O)O)(c4ccccc4)CC3)ccc12
  L3MBTL1 inh: 6%

O=C(Nc1ncccc1O)c1cc2ccccc2o1
  L3MBTL1 inh: -20%

CCOC(=O)/C=C/C(=O)Nc1cc(S(=O)(=O)Nc2ccc(OC)cc2)ccc1N1CCOCC1
  L3MBTL1 inh: -7%

mol	L3MBTL1 inh
Cn1c(COc2ccccc2)nc2ccccc21	-1%
O=C(CN1C(=O)NC2(CCCC2)C1=O)Nc1ccccc1N1CCCCC1	6%
CCOC(=O)c1c(C)[nH]c(C(=O)COC(=O)c2cc(C)oc2C)c1C	-5%
C[C@@H](O)[C@H]1O[C@]2(C)CCC[C@H]1O2	?
CC(=O)Nc1ccc(S(=O)(=O)N(C)CC(=O)OC2CCCCC2=O)cc1 (stereo unspecified)	6%
CC1Cc2ccccc2N1C(=O)CN(C)CC(=O)Nc1ccc(OC(F)(F)F)cc1 (stereo unspecified)	-1%
Cc1ccc(C)c(S(=O)(=O)N2CCN(C(=O)c3ccncc3)CC2)c1	5%
CCOC(=O)C1(Cc2cccc(OC)c2)CCCN(CCO)C1 (stereo unspecified)	-2%
O=C(NCc1ccco1)c1ccc(Cl)c(S(=O)(=O)N2CCCC2)c1	-14%
O=c1oc(CCCO)cc2ccc(C#CC3(O)CCCCC3)cc12	-8%

mol	L3MBTL1 inh
CCOC(=O)[C@H]1[C@H]2COc3ccc(Cl)cc3[C@@H]2N2C(=O)c3cc(F)ccc3NC(=O)[C@@]12C	-7%
CCc1ccc(NC(=O)C(C)OC(=O)CN2C(=O)NC3(CCCC3)C2=O)cc1 (stereo unspecified)	5%
CC1Sc2ccc(C(=O)Nc3ccc(S(=O)(=O)N(C)C)cc3)cc2NC1=O (stereo unspecified)	-1%
Nc1nc(COC(=O)CCC(=O)c2ccccc2)nc(Nc2ccccc2)n1	27%
C=CC[C@@H](CC(=O)N[C@@H](CO)Cc1ccccc1)C(=O)N[C@H](COC(=O)[C@@H](CC=C)Cc1ccc(F)cc1)C(C)(C)C	6%
O=C(c1cccc(Cl)c1)N1CCN(Cc2ccc3c(c2)OCO3)CC1	21%
COc1ccc(S(=O)(=O)N2CCCCC2)cc1NC(=O)CSc1nnc(C2CC2)n1C	1%
CCN(C(=O)CN1C(=O)NC(c2ccccc2)(c2ccc(C)c(C)c2)C1=O)C1CCCCC1 (stereo unspecified)	-6%
S=c1[nH]nc(-c2ccc(Cl)cc2)n1-c1ccc(Cl)cc1	-2%
Cc1ccc(S(=O)(=O)NCCC(=O)NCC(=O)Nc2c(C)cccc2C)cc1C	10%

mol	L3MBTL1 inh
CN(c1ccccc1)S(=O)(=O)c1cccc(C(=O)NCCCN2CCCC2=O)c1	5%
O=C(CN1C(=O)NC(Cc2c[nH]c3ccccc23)C1=O)Nc1ccccc1Br (stereo unspecified)	-7%
COc1ccc([C@H]2CC(=O)C=C(c3ccccc3OC)C2)cc1OC	-5%
CCc1ccc([C@H]2C(C(=O)O)=C[C@@H](CC3CCCC3)N2S(=O)(=O)c2ccc(C)cc2)cc1	-9%
O=C(Nc1cc(S(=O)(=O)Nc2ccccc2F)ccc1Cl)c1ccc(F)cc1F	10%
O=S(=O)(c1ccc(F)c(Cl)c1)N1CCN(C/C=C/c2ccccc2)CC1	6%
Cn1cc(S(=O)(=O)N2CCOCC2)cc1C(=O)NCc1ccccc1Cl	3%
C=CC[C@H](CC(=O)N(CCO)Cc1ccccc1)C(=O)N[C@@H](COC(=O)[C@H](CC=C)CC(=O)OC(C)(C)C)Cc1c[nH]c2ccccc12	-17%
C[C@@]12C(=O)N(Cc3ccco3)CC(=O)N1[C@H]1c3ccccc3OC[C@@H]1[C@@H]2c1ccccc1	-6%
Cc1ccc(S(=O)(=O)N2CCOCC2)cc1C(=O)OCC(=O)NCc1ccc2c(c1)OCO2	3%

mol	L3MBTL1 inh
COCCNC(=O)c1c(CS(=O)(=O)c2ccccc2)noc1C(=O)NCc1ccccc1	-1%
CCN1C(=O)[C@H]2[C@@H](c3ccc(-c4cc(C(C)=O)cs4)cc3)N3CCCC[C@@]3(C(=O)OC)[C@H]2C1=O	-2%
C=CC[C@H](CC(=O)NCCO)C(=O)N[C@@H](COC(=O)[C@@H](CC=C)Cc1ccc(F)cc1)Cc1c[nH]c2ccccc12	-3%
Cc1ccc(S(=O)(=O)N2C[C@@H]3[C@H]4CC[C@H](C4)[C@@H]3[C@@H](C)C2CC(=O)c2ccccc2)cc1 (stereo partly specified)	-9%
CN(CC(=O)Nc1c(Cl)cccc1Cl)C(=O)Cc1ccsc1	1%
COc1cc2c(cc1OC)CN(C(=O)CN1C(=O)c3ccc([N+](=O)[O-])cc3C1=O)CC2	27%
Cc1onc(-c2ccccc2)c1C(=O)OCC(=O)N(C)c1c(N)n(Cc2ccccc2)c(=O)[nH]c1=O	13%
CCN(CC(=O)Nc1ccc(NC(C)=O)cc1)C(=O)CCCc1c[nH]c2ccccc12	-3%
CCC1CCCCN1C(=S)NC(=O)c1cc(Br)ccc1Cl (stereo unspecified)	-11%
CN(CC(=O)Nc1ccc(Cl)c(C(F)(F)F)c1)C(=O)c1cn2ccccc2n1	-1%

mol	L3MBTL1 inh
COc1ccc(CC(O)COS(N)(=O)=O)cc1 (stereo unspecified)	8%
CN(CC(=O)Nc1ccccc1Cl)C(=O)CCNC(=O)Nc1ccccc1	8%
O=C(O)CNS(=O)(=O)c1ccc2c3c(cccc13)C(=O)N2	-85%
CCOC(=O)N1CCN(C(=O)c2ccccc2SCC(=O)NCC2CCCCC2)CC1	-4%
O=C(NCC(c1ccco1)N1CCCCC1)c1ccc(COc2ccccc2)cc1 (stereo unspecified)	-2%

The list is partial; rates above refer to the full screens.
